# High-throughput results: PubChem BioAssay, several laboratories
# NSD2 inh = blocks human histone methyltransferase NSD2 | O96028 | NSD2 peptide methylation, AlphaScreen, 120 min | inhibition, % at 12.5 µM | actives 0.54% (n = 310,000); in the data active means inhibition above about 50%
# PKA-R1A activ = PKA-R1A complex activation; PKA-R1A dissociation, Cy5-IP20 fluorescence polarization; scaled: DMSO 0%, 113 µM cGMP 100%; activation, % at 11.4 µM; P00514+P68181; actives 0.083% (n = 340,000);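 active means percent activation above the mean of all tested compounds plus 3 SD, cut at about 19% in these data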;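 further: higher means more PKAc released from R1A so a rise in polarization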
# DSG3 Ab inh = inhibitors of pemphigus antibody binding to human desmoglein-3; P32926; DSG3-coupled beads, scFv-anti-DSG3-GFP binding, flow cytometry; stronger effect = lower value; binding (percent of control), % at 10 µM; actives 0.48% (n = 310,000); AID 588358;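 active means binding more than 3 SD below its plate's average and above zero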;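 further: hits lower antibody fragment binding to DSG3; some compounds called inactive have numbers as strong as hits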
# PKA-R2B act = PKA-R2B complex activation | P22694+P31323 | PKA-R2B holoenzyme dissociation, Cy5-IP20 fluorescence polarization; R2B truncated from residue 108, S112A mutant; 0% DMSO only, 100% 113 µM cGMP | activation, % at 11.4 µM | actives 0.079% (n = 340,000) | AID 504700;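 active means activation above a cutoff set at the mean over all compounds plus 3 SD, cut at about 18% in these data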;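 further: higher means more holoenzyme dissociation and a rise in polarization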
# An asterisk follows results filed as active.
# Short keys – A = NSD2 inh; B = PKA-R1A activ; C = DSG3 Ab inh; D = PKA-R2B act
CCOc1ccc2nc(NC(=O)c3cccc(N4C(=O)CCC4=O)c3)sc2c1
  A: -3; B: -2; C: 99; D: -8
CCN(CC(=O)Nc1c(F)cccc1F)C(=O)c1cccn1C
  A: -7; B: 11; C: 102; D: 6
CC1(C)C(=O)C=C(N2CCCCC2)c2ccccc21
  A: -3; B: -1; C: 116; D: -5
O=C(COC(=O)c1cncc(Br)c1)Nc1ccc(S(=O)(=O)N2CCOCC2)cc1
  A: -5; B: -5; C: 96; D: -6
COc1ccc(-n2nc3c(c2NC(=O)c2ccccc2)CS(=O)(=O)C3)cc1
  A: 2; B: -5; C: 101; D: -15
Nc1ncnc(N)c1NC(=O)c1cc(Cl)c(OCc2ccccc2)c(Cl)c1
  A: 0; B: -4; C: 97; D: 1
CCCCn1c(SCC(=O)NC2CC2)nc2cc(C(=O)OC)ccc2c1=O
  A: -3; B: -7; C: 101; D: -2
Cc1ccc(CC(C)(O)CC(C)(O)Cc2ccc(C)cc2)cc1 (centres undefined)
  A: -1; B: -2; C: 97; D: -16
CC1C(c2ccccc2)OCCN1C=NC#N (centres undefined)
  A: -6; B: 6; C: 102; D: -4
COc1ccc2[nH]c(=O)c(CN(C(C)=O)c3cc(C)ccc3C)cc2c1
  A: -3; B: 2; C: 93; D: 8
O=C([C@@H]1CCCN1C1=NS(=O)(=O)c2ccccc21)N1CCN(c2ccccc2)CC1
  A: -1; B: 14; C: 99; D: -5
CSCCC(NC(=O)c1ccccc1Cl)C(=O)NCCOc1ccc(C)cc1 (centres undefined)
  A: -3; B: 3; C: 102; D: 12
O=C(CSc1ncn[nH]1)Nc1nc2c(F)c(F)c(F)cc2s1
  A: 4; B: -7; C: 94; D: -2
O=C1CNC(=O)c2cc(Cl)ccc2N1
  A: -2; B: -10; C: 96; D: 0
Cc1ccc(S(=O)(=O)n2cccc2/C=C/[N+](=O)[O-])cc1
  A: 2; B: -1; C: 95; D: 0
CCCCn1c(NCc2cc(C)ccc2O)nc2ccccc21
  A: -1; B: 2; C: 96; D: 1
COc1ccc(/C=N/NC(=O)c2nnn(-c3nonc3N)c2C)cc1OC
  A: 23; B: 1; C: 93; D: 1
COc1ccccc1CN1CC(C(=O)N(C)CCc2ccccn2)CCC1=O (centres undefined)
  A: -5; B: -4; C: 100; D: 8
COc1cc(/C=C2/SC(=S)N(CC(=O)NNC(=O)c3ccc(F)cc3)C2=O)cc(OC)c1OC
  A: -3; B: -2; C: 102; D: 2
CSc1ncccc1C(=O)OCC(=O)c1ccc(Cl)s1
  A: -1; B: 8; C: 104; D: -3
Cc1nnc(SC(C)C(=O)c2c[nH]c3ccccc23)n1C1CC1 (centres undefined)
  A: -2; B: 2; C: 108; D: 0
COc1cc2ccccc2cc1C(=O)N/N=C/c1cccs1
  A: 4; B: -3; C: 93; D: -3
Cc1cc2nc(CN(C)C(=O)C3CCC(=O)N(C4CCCC4)C3)[nH]c2cc1C (centres undefined)
  A: 0; B: -5; C: 100; D: -1
COc1ccccc1N1CCN(C(=O)c2ccc3noc(-c4ccccc4)c3c2)CC1
  A: 0; B: -20; C: 108; D: -9
CCc1ccc(CN(C)C(=O)c2cc(COc3cncc(Cl)c3)on2)cc1
  A: -4; B: -2; C: 101; D: 8
O=C(NCCN1CCCC(O)C1)c1cc(COc2cccc(C(F)(F)F)c2)on1 (centres undefined)
  A: -13; B: -12; C: 100; D: -1
Cc1ccccc1NC(=O)C(C)OC(=O)C1CCCO1 (centres undefined)
  A: 1; B: 1; C: 104; D: 3
C=CCN(c1ccc(F)cc1)S(=O)(=O)c1cc(C(=O)NC2CC2)ccc1Cl
  A: -2; B: -3; C: 106; D: 5
CC1CCCN(S(=O)(=O)c2ccc3c(c2)OCCO3)C1 (centres undefined)
  A: -5; B: -17; C: 105; D: -15
CCOc1ccc(/C=N/NC(=O)c2ccncc2)cc1OC
  A: 1; B: -4; C: 95; D: -6
Cc1cc(C)nc(NS(=O)(=O)c2ccc(NCN3C(=O)c4ccccc4C3=O)cc2)n1
  A: -1; B: 6; C: 99; D: 5
COc1cccc(C(=O)NCC2CCCN(C(=O)Cc3cccc(C)c3)C2)c1OC (centres undefined)
  A: -2; B: 0; C: 101; D: -3
CC(=O)Nc1ccc(C(C#N)=Cc2ccc(N(C)CCC#N)cc2)cc1
  A: 0; B: 2; C: 103; D: -8
Cc1ccc(CNC(=O)CSc2nnc(CNC(=O)c3ccc(F)cc3)o2)cc1
  A: -8; B: -3; C: 101; D: -6
COc1ccc(C(=O)NC(=S)Nc2ccc3[nH]c(=O)[nH]c3c2)cc1Br
  A: -2; B: 5; C: 100; D: 9
CC1(C)C(=Cc2ccccc2)C(=O)c2ccccc21
  A: 2; B: 1; C: 99; D: -7
CCOC(=O)C1CCC(C(=O)OCC)N1c1ccc(C=O)cc1 (centres undefined)
  A: 0; B: 0; C: 119; D: -6
COCCCn1c(C(=O)Nc2ccc3c(c2)OCO3)cc2c(=O)n3cccc(C)c3nc21
  A: 1; B: 1; C: 102; D: 3
CCC(=O)Nc1cc(OC)c(NC(=S)Nc2ccccc2CC)cc1OC
  A: 2; B: 16; C: 99; D: -1
N#CCCn1cc(C(=O)CN2C(=O)NC3(CCc4ccccc43)C2=O)c2ccccc21 (centres undefined)
  A: -1; B: 4; C: 104; D: -5
CC1=C2C3OC(=O)C(C)C3CCC2(C)C=C(Cl)C1=O (centres undefined)
  A: 10; B: 2; C: 101; D: 12
O=S1(=O)CCN(Cc2ccncc2)CC1
  A: -3; B: 6; C: 98; D: 6
O=C(CCc1c[nH]c2ccccc12)OCC(=O)c1ccccc1
  A: 6; B: 2; C: 98; D: -3
COc1ccc(C(=O)NCC(=O)OCC(=O)c2ccccc2Br)cc1OC
  A: -6; B: 1; C: 106; D: 4
COc1cccc(-c2nc3n(n2)CCc2ccccc2-3)c1
  A: -2; B: -7; C: 106; D: -14
CC1CCN(C(=O)CSc2nnc(-c3ccco3)n2N)CC1
  A: 3; B: -3; C: 91; D: -4
CC(C)/C=C/C(=O)N1CCC(N2CCC(C(=O)NCC3CCCO3)CC2)CC1 (centres undefined)
  A: -2; B: -4; C: 100; D: -5
CCNC(=O)Nc1cc(S(=O)(=O)N2CCOCC2)ccc1N1CCCCC1
  A: -1; B: -4; C: 108; D: 6
Cc1ccccc1NC(=O)Cc1nc(COC(=O)CNC(=O)c2ccc(Cl)cc2Cl)cs1
  A: -2; B: 5; C: 96; D: -8
COc1ccc(C(=O)CC(Sc2ccccc2N)c2ccc(OC)cc2)cc1 (centres undefined)
  A: 32; B: 1; C: 102; D: 2

# Ordered by value in PKA-R1A activ (lowest first): some entries from above.
# Short keys – A = NSD2 inh; B = PKA-R1A activ; C = DSG3 Ab inh; D = PKA-R2B act
CC(C)/C=C/C(=O)N1CCC(N2CCC(C(=O)NCC3CCCO3)CC2)CC1 (centres undefined)
  A: -2; B: -4; C: 100; D: -5
CCOC(=O)C1CCC(C(=O)OCC)N1c1ccc(C=O)cc1 (centres undefined)
  A: 0; B: 0; C: 119; D: -6
CC1(C)C(=Cc2ccccc2)C(=O)c2ccccc21
  A: 2; B: 1; C: 99; D: -7
CC1=C2C3OC(=O)C(C)C3CCC2(C)C=C(Cl)C1=O (centres undefined)
  A: 10; B: 2; C: 101; D: 12
O=S1(=O)CCN(Cc2ccncc2)CC1
  A: -3; B: 6; C: 98; D: 6
CCC(=O)Nc1cc(OC)c(NC(=S)Nc2ccccc2CC)cc1OC
  A: 2; B: 16; C: 99; D: -1

# Back to the main list; the three compounds before the break are reprinted first.
# Short keys – A = NSD2 inh; B = PKA-R1A activ; C = DSG3 Ab inh; D = PKA-R2B act
CCNC(=O)Nc1cc(S(=O)(=O)N2CCOCC2)ccc1N1CCCCC1
  A: -1; B: -4; C: 108; D: 6
Cc1ccccc1NC(=O)Cc1nc(COC(=O)CNC(=O)c2ccc(Cl)cc2Cl)cs1
  A: -2; B: 5; C: 96; D: -8
COc1ccc(C(=O)CC(Sc2ccccc2N)c2ccc(OC)cc2)cc1 (centres undefined)
  A: 32; B: 1; C: 102; D: 2
COc1ccc(OC(=O)OCc2ccccc2)cc1
  A: -1; B: 10; C: 99; D: 3
O=P(O)(Cc1ccccc1)c1ccccc1
  A: 0; B: -6; C: 102; D: -13
CC1CCC2(CC1)NC(=O)N(CC(=O)Nc1ccc(N3CCCCC3)cc1)C2=O (centres undefined)
  A: 13; B: 13; C: 96; D: -8
Cc1cc(C)n2c(SCC(=O)N(CCC#N)c3ccc4c(c3)OCCO4)nnc2n1
  A: 2; B: -5; C: 96; D: -3
O=C(CN1CCN(Cc2ccccc2)CC1)Nc1cccc(Cl)c1Cl
  A: 8; B: 1; C: 98; D: -6
COc1ccc(NC(=O)CSc2nnnn2-c2cccc(OC)c2)cc1
  A: 16; B: 2; C: 92; D: -6
COc1cc(CCC(=O)Nc2cc(S(=O)(=O)N3CCOCC3)ccc2OC(C)C)cc(OC)c1OC
  A: -1; B: -14; C: 95; D: -8
[O-][N+](=Cc1c(Cl)cccc1Cl)CC1(O)CCCCC1
  A: -1; B: 3; C: 105; D: -2
COc1cccc(Nc2ncnc3ccc(Br)cc23)c1
  A: -13; B: -7; C: 98; D: 1
CCOc1ccccc1OCC(=O)NC1CCSc2ccccc21 (centres undefined)
  A: -2; B: -1; C: 101; D: -2
CCOc1ccc(NC(=O)c2cccc(S(=O)(=O)NCc3cccnc3)c2)cc1
  A: 8; B: 0; C: 99; D: 1
COc1cc2c(cc1OC)C(CNC(=O)C=Cc1cc(OC)c(OC)c(OC)c1)C2 (centres undefined)
  A: -1; B: -3; C: 105; D: 3
O=C(COC(=O)/C=C/c1ccc(Cl)cc1Cl)Nc1cccc(S(=O)(=O)NC2=NCCC2)c1
  A: -1; B: -1; C: 96; D: 9
COc1ccc(CC(=O)NCc2cccc(Cl)c2)cc1S(=O)(=O)N1CCOCC1
  A: 4; B: -8; C: 98; D: -4
Cc1ccc(NC(=O)COc2ccccc2)cc1S(=O)(=O)N1CCCCC1
  A: 0; B: -7; C: 99; D: -2
CNC(=O)C1(c2ccccc2)CCCCC1
  A: -1; B: 10; C: 99; D: 8
O=C(O)C(=Cc1ccccc1[N+](=O)[O-])c1ccc2c(c1)OCO2
  A: -1; B: 0; C: 107; D: 1
CN(Cc1ccccc1)C(=O)CN1CCN(S(=O)(=O)c2ccccc2F)CC1
  A: 0; B: -8; C: 103; D: -1
C=CCN(C(=O)CSc1nc2ccsc2c(=O)n1Cc1ccc(C(=O)O)cc1)c1ccccc1
  A: 4; B: 6; C: 99; D: -2
COc1ccccc1C1NC(=O)NC(C)=C1C(=O)OCC1CCCCC1 (centres undefined)
  A: 7; B: 3; C: 100; D: 3
CC1(C)C(C(N)=O)C(=O)NC(=O)C1C(N)=O (centres undefined)
  A: -4; B: -1; C: 100; D: 3
O=C(CCNS(=O)(=O)c1ccc(Br)cc1)NCC(c1cccs1)N1CCOCC1 (centres undefined)
  A: -1; B: 4; C: 97; D: -6
COc1cc(C(=O)COC(=O)c2ccc3c(c2)OCCO3)cc(OC)c1OC
  A: 6; B: 0; C: 99; D: 0
COC(=O)c1ccc(CSc2ccccc2NC(=S)Nc2cccc(C(F)(F)F)c2)o1
  A: 0; B: 1; C: 102; D: 8
COc1ccc2sc(C)cc(=O)c2c1
  A: -5; B: -2; C: 97; D: -3

# Some values from the list:
# COc1cc(C(=O)COC(=O)c2ccc3c(c2)OCCO3)cc(OC)c1OC @ PKA-R2B act: 0
# COc1ccc(NC(=O)CSc2nnnn2-c2cccc(OC)c2)cc1 @ PKA-R2B act: -6
# CCOc1ccc(NC(=O)c2cccc(S(=O)(=O)NCc3cccnc3)c2)cc1 @ NSD2 inh: 8

# Going on with the list.
# Short keys – A = NSD2 inh; B = PKA-R1A activ; C = DSG3 Ab inh; D = PKA-R2B act
O=C(Nc1c(Cl)ccc2nsnc12)c1ccc(Br)o1
  A: 0; B: 8; C: 106; D: 3
CCC(C)(C)C1CCC2(CC1)NC(=O)N(CC(=O)N1CCN(c3ccccc3OC)CC1)C2=O (centres undefined)
  A: -8; B: -3; C: 101; D: -9
O=C(NC1CC1)c1ccccc1NC(=O)c1ccccc1OC(F)F
  A: -1; B: 2; C: 109; D: 3
CC1CCCCC12NC(=O)N(CC(=O)Nc1ccc3c(c1)OCO3)C2=O (centres undefined)
  A: 9; B: -3; C: 106; D: -1
O=C(NCCCN1CCOCC1)c1cccc(S(=O)(=O)N2CCc3ccccc32)c1
  A: -2; B: 1; C: 107; D: 6

# This is a subset; rates above refer to the full screens.
